GPR151 ag = activates the human receptor GPR151. 650,000 tested, 1% active. AID 1508602. activation, % at 11.2 µM. PathHunter beta-arrestin GPR151 cells, luminescence. Q8TDV0; in the data active means activation above about 4.9%;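 further: 0% = median of compound wells and 100% = cells with positive control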
MITF primary = blocks human microphthalmia-associated transcription factor. inhibition, % at 2.6 µM. O75030. 650,000 tested, 0.91% active. AlphaScreen MITF homodimerization, bead proximity signal. AID 1259374; in the data active means inhibition above about 50%;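 further: 0% = vehicle wells with protein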
TEAD-YAP block = TEAD-YAP interaction inhibition. 640,000 tested, 1.4% active. inhibition, % at 9.12 µM. AID 1259422. HEK-TIYL cells, TEAD-Gal4/YAP UAS-luciferase luminescence; in the data active means inhibition above about 32%;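 further: 0% = median of test compound wells and 100% = reference inhibitor wells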
FBW7 act = activators of human E3 ligase FBW7; Q969H0; AlphaScreen FBW7–phospho-cyclin E peptide binding, activator screen; normalized activity (activation), % at 26.1 µM; 650,000 tested, 0.13% active; in the data active means normalized activity above about 1.9%;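 further: purified mutant Fbw7 with reduced substrate affinity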
Target sequence (Q969H0 whole entry, looked up): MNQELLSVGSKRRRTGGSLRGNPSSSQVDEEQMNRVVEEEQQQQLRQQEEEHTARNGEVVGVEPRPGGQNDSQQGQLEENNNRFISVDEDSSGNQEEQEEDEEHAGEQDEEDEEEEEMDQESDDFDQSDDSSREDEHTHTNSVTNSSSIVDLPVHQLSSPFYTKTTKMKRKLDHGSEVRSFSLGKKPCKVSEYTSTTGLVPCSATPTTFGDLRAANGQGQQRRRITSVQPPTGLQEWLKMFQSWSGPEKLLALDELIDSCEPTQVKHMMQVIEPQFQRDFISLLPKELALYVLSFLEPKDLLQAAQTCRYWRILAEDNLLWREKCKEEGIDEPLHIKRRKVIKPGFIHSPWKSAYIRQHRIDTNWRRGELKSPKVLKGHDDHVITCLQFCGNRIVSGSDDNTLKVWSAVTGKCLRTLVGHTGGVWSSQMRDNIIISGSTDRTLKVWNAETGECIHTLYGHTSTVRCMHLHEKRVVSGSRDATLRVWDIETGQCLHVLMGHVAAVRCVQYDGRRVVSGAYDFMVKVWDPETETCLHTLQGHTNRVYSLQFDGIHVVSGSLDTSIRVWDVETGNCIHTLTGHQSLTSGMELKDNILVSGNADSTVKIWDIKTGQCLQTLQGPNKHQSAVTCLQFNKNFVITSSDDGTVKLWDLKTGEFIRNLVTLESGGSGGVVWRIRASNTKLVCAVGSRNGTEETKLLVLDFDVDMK
* marks the source's active call; other numbers are inactive results; & = joins results of further samples.

The line under a structure holds: MITF primary | GPR151 ag | TEAD-YAP block | FBW7 act
CC(Oc1cccc(Cl)c1)C(=O)NC1CC(C)(C)NC(C)(C)C1 (stereo not given)
→ 14 | -1.8 | 4 | -0.1
O=C(CCC(=O)N1CCOc2ccccc21)NCCCN1CCN(C2CCCCC2)CC1
→ -13 | 1.1 | 5 | -0.1
CCOc1ccccc1C1NC(=O)NC(C)=C1C(=O)OC1CCCCCCC1 (stereo not given)
→ 5 | 1.0 | 2 | 0.0
S=C(Nc1ccc(Cl)cc1)N1CCOCC1
→ 10 | 1.1 | 8 | -0.1
CCc1ccc(-n2c(=S)sc3c(=O)n(-c4ccc(C)cc4)c(SCc4cccc(F)c4)nc32)cc1
→ -4 | 1.5 | 4 | 0.1
O=C(Nc1ccc([N+](=O)[O-])cc1Cl)c1cccn(OCc2ccc(F)cc2)c1=O
→ 2 | 0.8 | 3 | 0.2
CCCNc1nc(Nc2ccncc2)nc2c1ncn2CCN1CCCC1=O
→ 5 | -0.5 | -3 | -0.2
COC(=O)c1ccccc1NC(=O)CN(c1ccc(OC)c(OC)c1)S(=O)(=O)c1ccc(C)cc1
→ 17 | -0.3 | -11 | 0.6
CC(=O)N1c2ccccc2NC2=C(C(=O)CC(c3ccccc3)C2)C1c1ccco1 (stereo not given)
→ 2 | -0.2 | 0 | 0.0
CN1C(=S)SC(C)(/[N+]([O-])=C/c2cccc([N+](=O)[O-])c2)C1(C)C (stereo not given)
→ -7 | -0.3 | 4 | 0.0
CCOC(=O)CCCCNCc1ccccc1
→ -8 | 0.0 | 11 | 0.1
O=C(Nc1cccc(N2CCC(NC3C4CC5CC3CC(O)(C5)C4)CC2)c1)C1CC1 (stereo not given)
→ -5 | -0.3 | -1 | 0.7
COc1ccc(C(N)=O)cc1NC(=O)c1ccccc1Cl
→ 3 | -0.8 | -8 | 0.0
CC(=O)c1cccc(-c2ncc(C(=O)NCCCN3CCCC3=O)s2)c1
→ 5 | 0.4 | 9 | 0.0
CS(=O)(=O)N1CCN(c2ccc([N+](=O)[O-])c(NCCc3ccccc3)c2)CC1
→ 7 | 1.8 | 11 | -0.2
CCOc1ccc(/C=C(\C#N)c2nn(-c3ccccc3)c(N)c2C#N)cc1OC
→ 11 | 1.0 | -43 | 0.6
COc1ccc(C(=O)Cn2c(=N)n(C)c3ccccc32)cc1
→ -5 | -0.1 | -79 | 0.3
CC(C)(C)NC(=O)COC(=O)c1cc2ccccc2oc1=O
→ 7 | 0.1 | 3 | 0.3
Cc1ccc(C)c(NC(=O)CC2Oc3ccccc3NC2=O)c1 (stereo not given)
→ 3 | 0.6 | 9 | -0.1
CC(=O)Oc1ccccc1C(=O)NCCC1=CCCCC1
→ -2 | -0.6 | -97 | -0.1
CCCn1c(=S)[nH]c2cc(C(=O)N3CCCC(C)C3)ccc2c1=O (stereo not given)
→ -5 | -1.0 | 1 | -0.1
Cc1ccn2cc(-c3cc4ccccc4oc3=O)nc2c1
→ 4 | -7.4 | -23 | 0.7
c1ccc(Cc2noc(-c3ccc(-c4ccccc4)cc3)n2)cc1
→ -4 | -1.2 | -3 | -0.1
Cc1nc2c(ccc3nc(NC(=O)C4=COCCO4)sc32)s1
→ -4 | -6.4 | 79* | -0.2
O=C(NCc1ccc2c(c1)OCO2)[C@H]1C=CCN1S(=O)(=O)c1cccc2nonc12
→ 2 | 1.2 | 8 | 0.3
O=C(Nc1ncc(CN2CCOCC2)s1)c1ccc(Cl)cc1Cl
→ -3 | 0.0 | -7 | -0.1
CCOc1ccc(NC(=O)C2C3C=CC4(O3)C2C(=O)N(Cc2ccc3c(c2)OCO3)C4C(=O)NC2CCCCC2)cc1 (stereo not given)
→ -11 | -0.5 | -7 | 0.6
COCCn1ccc2c(OCC(=O)NCc3ccco3)cccc2c1=O
→ 10 | 1.8 | -10 | 0.1
Cc1ccc(-c2c(C#N)c(SCC(=O)Nc3cccc(C)c3)nc3c2CCCC3)cc1
→ -6 | 2.1 | 3 | 0.1
O=C(O)CCN(CCC(=O)O)c1ccccc1
→ 2 | -0.9 | 0 | 0.0
O=C1Nc2c(C(=O)O)cccc2C1=O
→ 71* | -2.8 | 2 | -0.1
COc1ccc(OC)c(NC(=O)c2cc(-c3ccccc3)nc3ccccc23)c1
→ -9 | -0.2 | 8 | 0.3
O=C(CN(c1ccc(Cl)cc1Cl)S(=O)(=O)c1ccccc1)Nc1ccccc1
→ 11 | 1.7 | 10 | 0.5
COc1ccc(CCC(=O)NCCc2csc(-c3ccccc3)n2)cc1
→ 7 | -0.7 | -17 | 0.0
COc1ccccc1C1CCCN1C(=O)CCC1(Cc2ccc(C)cc2)CCC(=O)N1 (stereo not given)
→ -13 | 0.7 | 5 | 0.0
COc1ccc(/C=N/NC(=O)CNc2ccc(I)cc2)cc1
→ 4 | 0.0 | -3 | 0.1
COc1cc(Nc2nc(-c3cccc(N)c3)nc3c2ncn3CCN2CCCC2=O)cc(OC)c1OC
→ 2 | 2.9 | -14 | 0.3
CCOc1ccc(NC(=O)c2cc(S(=O)(=O)NCCc3ccc(Cl)cc3)ccc2F)cc1
→ 8 | 1.2 | 12 | 0.1
Cc1c(NC(=O)NCc2ccccc2)n(C)c(=O)n1-c1ccccc1
→ -21 | -1.1 | 11 | 0.2
NC(=S)CC(=O)Nc1ccc(Cl)cc1
→ 11 | -1.0 | -4 | -0.2
CCn1c(O)c(C=Nc2ccccc2)sc1=S
→ 5 | 4.7 | -93 | 0.6
Cc1ccc(NS(=O)(=O)c2cc(NN)ccc2[N+](=O)[O-])c(C)c1
→ 22 | 1.6 | 3 | -0.1
O=C1NC(=O)N(Cc2ccccc2)C(=O)/C1=C/c1ccc(Br)o1
→ 58* | -1.1 | 11 | -0.7
O=C(Cn1ncc2ccccc2c1=O)NNC(=S)NC1CC2CCC1C2 (stereo not given)
→ 5 | 10* | 5 | 0.6
COCCCn1c(-c2ccc(Cl)cc2)n[nH]c1=S
→ 0 | 0.4 | 16 | -0.1
CN(C)c1cccc(Nc2nc3ccc(C(=O)NCc4cccnc4)cc3s2)c1
→ -6 | -1.3 | -44 | 0.1
NC(=S)N1N=CCC1(O)C(F)(F)F (stereo not given)
→ 36 | -0.8 | 53* | -0.1
Cc1ccc(/C=C2\N=C(c3ccccc3)OC2=O)cc1[N+](=O)[O-]
→ -5 | 0.6 | 7 | 0.0
COc1cccc(NC(=S)N(CCCN2CCCCC2)Cc2ccco2)c1
→ 7 | 0.8 | 1 | 0.1
Cc1ccc(C2C(C#N)=C(N)Oc3cc(N)ccc32)cc1 (stereo not given)
→ 5 | -0.4 | -2 | 0.0
Cc1ccc(S(=O)(=O)Nc2ccccc2C(=O)NC(C)c2ccccc2)cc1[N+](=O)[O-] (stereo not given)
→ -4 | 1.0 | 10 | 0.0
CN(C(=O)C1CCCCC1C(=O)O)c1ccccc1 (stereo not given)
→ 10 | -1.1 | 6 | -0.1
COc1ccc(N2CCN(c3cc(Cl)ncn3)CC2)cc1
→ -6 | -1.3 | 5 | 0.4
COc1cccc(NC(=O)C2C3C=CC4(O3)C2C(=O)N(C2CCCCC2)C4C(=O)NC2CCCCC2C)c1 (stereo not given)
→ 1 | 1.2 | 3 | 0.0
Brc1ccc(-c2nc(NC3CCN(Cc4ccccc4)CC3)c3ccccc3n2)cc1
→ -3 | -1.6 | -16 | 0.1
O=C(CN(C(=O)CNC(=O)c1ccco1)c1cccc(F)c1)NC1CCCC1
→ 5 | 1.7 | 8 | 0.2
Cc1ccc(C)c(NC(=O)CN2C(=O)CSCC2=O)c1
→ -7 | 3.9 | 10 | 0.1
CCOCCCNC(=O)c1ccc(N2CCCCCC2)c([N+](=O)[O-])c1
→ 3 | 0.5 | -4 | -0.1
CC1=CC(C)(C)N(C(=O)c2sc3ccccc3c2Cl)c2ccc(C(c3ccccc3)(c3ccccc3)c3ccccc3)cc21
→ -1 | -1.1 | 3 | -0.1
CC(=O)c1ccc(NC(=O)Nc2ccc(CC(=O)O)cc2)cc1
→ -3 | 6.6* | -3 | 0.1

Structures above with a COOH group (4):
The line under a structure holds: MITF primary | GPR151 ag | TEAD-YAP block | FBW7 act
O=C(O)CCN(CCC(=O)O)c1ccccc1
→ 2 | -0.9 | 0 | 0.0
O=C1Nc2c(C(=O)O)cccc2C1=O
→ 71* | -2.8 | 2 | -0.1
CN(C(=O)C1CCCCC1C(=O)O)c1ccccc1 (stereo not given)
→ 10 | -1.1 | 6 | -0.1
CC(=O)c1ccc(NC(=O)Nc2ccc(CC(=O)O)cc2)cc1
→ -3 | 6.6* | -3 | 0.1

(cont.)
The line under a structure holds: MITF primary | GPR151 ag | TEAD-YAP block | FBW7 act
COCCNC(=O)c1cnn2c(C(F)(F)F)cc(-c3ccccc3)nc12
→ -3 | -0.5 | 4 | 0.0
CCCCn1nc(CC(=O)N2C3CCC2CC(O)(c2ccncc2)C3)c2ccccc2c1=O (stereo not given)
→ 24 | -1.1 | -1 | 0.2
CCC(=O)Nc1cccc(NC(=O)CSc2nnc(-c3cccs3)n2CC)c1
→ 11 | -1.2 | 12 | 0.9
C=CCn1c(-c2ccc(Cl)cc2)c[nH]c1=S
→ 14 | -0.6 | 12 | 0.1
Cc1ccc(C(=O)O)cc1NS(=O)(=O)c1ccc2c(c1)CCN2C(=O)CCC(=O)O
→ -8 | 0.5 | 9 | -0.5
CCOc1ccccc1N1C(=O)/C(=C/c2ccncc2)SC1=S
→ -3 | -1.0 | -2 | 0.2
Cc1ccc(NC(=O)CSc2nc3c(oc4ccccc43)c(=O)n2C(C)C)cc1C
→ 2 | 0.6 | 16 | -0.1
COc1cccc(OCCNc2cc(N3CCOCC3)ccc2[N+](=O)[O-])c1
→ 9 | 1.0 | -61 | -0.4
O=C(NC1CCCc2ccccc21)c1ccc(CN2CCSCC2)[nH]c1=O (stereo not given)
→ -8 | 0.3 | -1 | -0.1
CCOc1ccc(N2Cc3ccc(OC)c(OC)c3C2=O)cc1
→ 10 | 2.8 | -38 | 0.0
Cc1ccc(N2CCN(C(=O)c3ccccc3[N+](=O)[O-])CC2)cc1C
→ 13 | 0.9 | 3 | 0.1
CC(C)N(CCNc1ncnc2c1nc(-c1ccc(C(=O)N3CCN(C)CC3)cc1)n2C(C)C)C(C)C
→ -4 | -0.9 | -8 | 0.0
CCOC(=O)c1ccc(Nc2nncc(=O)[nH]2)cc1
→ -2 | -1.8 | 4 | -0.1
COc1ccc(C2CC(=O)C3=C(C2)Nc2ccccc2NC3c2cc3c(cc2Cl)OCO3)cc1 (stereo not given)
→ 0 | -0.9 | -24 | -0.1
NCCCCCC(=O)O
→ -27&-18&7 | 0.0&-0.1&4.5 | -11&6 | 0.0&-0.1&-0.1
O=C(Cn1cnc2sc3c(c2c1=O)CCCC3)NCc1ccc(F)cc1
→ -1 | -2.3 | -3 | -0.2
CC1=CC(=O)/C(=C2/Sc3ccccc3N2C)C(=O)O1
→ 4 | -3.7 | -39 | 0.1
CCOC(=O)C1=C(C)NC2=C(C(=O)C(C(=O)OC)C(C)C2)C1c1ccc(OCC)c(OC)c1 (stereo not given)
→ 16 | -1.4 | 5 | 1.0
O=C1NC(=O)N(Cc2ccco2)C(=O)/C1=C/c1ccc(N2CCOCC2)cc1
→ 73* | -0.6 | 8 | 0.2
COCC1=NN(c2ccccc2)C(=O)C1
→ 11 | -0.5 | 5 | 0.5
CCOc1ccc2cc(C#N)c(SCC(=O)Nc3ccccc3N3CCOCC3)nc2c1
→ 2 | -0.1 | -10 | -0.1
O=C(NCc1cccnc1)c1csc(-c2cccs2)n1
→ 11 | 2.2 | -1 | 0.0
COc1ccc2ccccc2c1CN1CCSCC1
→ 54* | -0.1 | 14 | 0.1
O=C(Nc1ccc2cn[nH]c2c1)c1cc(=O)c2ccccc2o1
→ 8 | 3.3 | -7 | 0.0
Cc1cccc(-n2cc(-c3ccccc3)c3c(NCCc4ccc(S(N)(=O)=O)cc4)ncnc32)c1
→ 5 | -1.3 | 13 | -0.2
O=C(Nc1ccc(N2CCOCC2)cc1)Nc1cnsn1
→ -2 | -0.8 | -32 | -0.4
Cc1cc(C)cc(N(CC(=O)NC2CCCC2)C(=O)CCC(=O)Nc2cc(C)ccn2)c1
→ 9 | 0.5 | 1 | -0.3
Cc1cc(C)c(C#N)c(SCCS(=O)(=O)Cc2ccc(Cl)cc2)n1
→ -1 | -1.4 | 1 | 0.1
COc1ccc(-c2cc(C(F)(F)F)n3nc(C(=O)Nc4ccc(C)cc4C)cc3n2)cc1
→ -14 | 1.9 | 5 | 0.0
CCCCn1c(=N)n(CC(O)c2ccc(OC)cc2)c2ccccc21 (stereo not given)
→ -4 | 0.9 | 1 | -0.1
C=CCOC(=O)C1=C(C)NC2=C(C(=O)CCC2)C1c1cc(OC)c(OC)cc1Br (stereo not given)
→ -60 | -0.4 | 0 | 0.2

Single records (already shown).
Cc1cc(C)cc(N(CC(=O)NC2CCCC2)C(=O)CCC(=O)Nc2cc(C)ccn2)c1 as listed: MITF primary = 9; GPR151 ag = 0.5; TEAD-YAP block = 1; FBW7 act = -0.3
COc1cccc(OCCNc2cc(N3CCOCC3)ccc2[N+](=O)[O-])c1 as listed: MITF primary = 9; GPR151 ag = 1.0; TEAD-YAP block = -61; FBW7 act = -0.4
